Growth percent in the NCI-60 one-dose screen (48 h, 10 µM unless noted): 100 = growth as untreated, 0 = no growth, -100 = all killed.
HL-60(TB) – HL-60(TB) leukemia cells; hit rate 9% among 78,000; AID 1794776; active = growth percent below 10
* hit, by the source's call; & = joins results of further samples.

The opening 15 entries, ahead of the listing:
SMILES	HL-60(TB)
COc1ccc(Oc2nc(Nc3ccc(N4CCCCC4)nc3)ncc2NC(=O)Nc2cc(OC)cc(OC)c2)cc1	99.3
COc1ccc(NC(=O)CSc2nnc(-c3ccc4nc(-c5ccccc5)[nH]c4c3)o2)cc1	101.4
COc1ccc(C(Nc2ccc3nc4n(c(=O)c3c2)CCC4)C(=O)O)cc1 (stereo unspecified)	103.7
COc1ccccc1N1CCN(Cc2ccccc2)CC1	100.3
CC(=O)Nc1ncc2c(n1)-c1ccc(C(=O)OC(C)C)n1CC2	111.6
CC1=C(CCN2CCOCC2)C(=O)N2N=C(c3ccc(Cl)cc3)SC2N1 (stereo unspecified)	103.2
Nc1nc(N)c2cc(S(=O)(=O)c3cccc(C(F)(F)F)c3)ccc2n1	30.9
CCCC(=O)NC(c1ccc(N(CC)CC)cc1)c1cc(C)c2cccnc2c1O (stereo unspecified)	-25.0*
CCOC(=O)c1c(Cl)c2c(n1Cc1cc(OC)cc(OC)c1)-c1oncc1CCC2	0.7*
Cc1ccc(NC(=S)S)cc1	63.3
COc1cc(OC)cc(-c2ccc(-c3ccc(C(=N)N)o3)o2)c1	4.7*
CO[C@]12C=C/C(=C(/C(=O)OCc3cccnc3)C(=O)CCCCCCCC[C@@]3(OC)C=C/C(=C(/C(=O)OCc4cccnc4)C(=O)CCCCCCCC1)O3)O2	-20.2*
CCOC(=O)C(C)CCc1ccncc1 (stereo unspecified)	91.1
Cc1cc(=O)oc2cc(OCCOc3ccc(/C=C/C(=O)N4CCOCC4)cc3)ccc12	90.5
O=[N+]([O-])c1ccc(-c2noc(-c3cccs3)n2)cc1	70.1

Results (from the top)
SMILES	HL-60(TB)
COc1ccc(Oc2nc(Nc3ccc(N4CCCCC4)nc3)ncc2NC(=O)Nc2cc(OC)cc(OC)c2)cc1	99.3
COc1ccc(NC(=O)CSc2nnc(-c3ccc4nc(-c5ccccc5)[nH]c4c3)o2)cc1	101.4
COc1ccc(C(Nc2ccc3nc4n(c(=O)c3c2)CCC4)C(=O)O)cc1 (stereo unspecified)	103.7
COc1ccccc1N1CCN(Cc2ccccc2)CC1	100.3
CC(=O)Nc1ncc2c(n1)-c1ccc(C(=O)OC(C)C)n1CC2	111.6
CC1=C(CCN2CCOCC2)C(=O)N2N=C(c3ccc(Cl)cc3)SC2N1 (stereo unspecified)	103.2
Nc1nc(N)c2cc(S(=O)(=O)c3cccc(C(F)(F)F)c3)ccc2n1	30.9
CCCC(=O)NC(c1ccc(N(CC)CC)cc1)c1cc(C)c2cccnc2c1O (stereo unspecified)	-25.0*
CCOC(=O)c1c(Cl)c2c(n1Cc1cc(OC)cc(OC)c1)-c1oncc1CCC2	0.7*
Cc1ccc(NC(=S)S)cc1	63.3
COc1cc(OC)cc(-c2ccc(-c3ccc(C(=N)N)o3)o2)c1	4.7*
CO[C@]12C=C/C(=C(/C(=O)OCc3cccnc3)C(=O)CCCCCCCC[C@@]3(OC)C=C/C(=C(/C(=O)OCc4cccnc4)C(=O)CCCCCCCC1)O3)O2	-20.2*
CCOC(=O)C(C)CCc1ccncc1 (stereo unspecified)	91.1
Cc1cc(=O)oc2cc(OCCOc3ccc(/C=C/C(=O)N4CCOCC4)cc3)ccc12	90.5
O=[N+]([O-])c1ccc(-c2noc(-c3cccs3)n2)cc1	70.1
N#CC(C#N)=c1[nH]c(=O)/c(=C/c2ccccc2)s1	119.4
CC(=O)O[C@H]1CC[C@]2(C)[C@H]3CC=C4[C@@H]5CC(C)(C)CC[C@]5(C(=O)N5CCN(CCC#N)CC5)CC[C@@]4(C)[C@]3(C)CC[C@H]2C1(C)C	12.9
CC(C)(C)n1cc(-c2ccnc(NCCCNS(=O)(=O)c3ccc(F)cc3)n2)c(-c2ccc(F)c(O)c2)n1	104.1
CN1CCc2cc3c(c4c2[C@@]1(C)[C@@H](O)c1ccccc1-4)OCO3	87.2
Nc1nc(N)c(N=Nc2ccc(C(=O)O)c(O)c2)c(=O)[nH]1	99.1
O=C(Oc1ccccc1)c1cccc2cccc(C(=O)Oc3ccccc3)c12	85.4
O=C1N=c2cc3c(cc2=C/C1=C/c1sc(=S)n(CCc2ccc(O)cc2)c1O)OCCO3	48.1
CCOC(=O)c1cnn(CC(O)c2ccc(F)cc2)c1NC(=O)Nc1ccccc1F (stereo unspecified)	102.3
CCc1ccc(C2=NN(c3ccc(S(N)(=O)=O)cc3)C(c3ccc(Cl)cc3)C2)cc1 (stereo unspecified)	85.8
O[Si](O)(c1cccc2ccccc12)c1cccc2ccccc12	110.4
O=C(O)c1cc(C(=O)O)cc([N+](=O)[O-])c1	94.5
CCN(CC)c1ccc(/C=C2\SC(=S)N(NC(=O)CSc3nnc(Cc4ccccc4Nc4c(Cl)cccc4Cl)n3-c3ccccc3)C2=O)cc1	100.5
CCN(C(=O)CCl)c1ccccc1	98.1
CCCCC1(C(O)CC)Sc2ccccc2N1C (stereo unspecified)	97.5
CC(C)C(C)CC(=O)O (stereo unspecified)	97.0
N#Cc1ccc(C(F)(F)F)nc1N1CCC(C(=O)Nc2ccc3c(c2)OCO3)CC1	92.3
Cc1ccc(C)c(-c2csc(Nc3ccc(C)c(C)c3)n2)c1	34.4
COc1ccc(C(=O)Nc2noc(-c3ccc(OC)cc3)c2-c2cc(OC)c(OC)c(OC)c2)cc1	100.5
CN1C(=O)C(=Cc2cn(CC(O)CN3CCC(N4CCCCC4)CC3)c3ccccc23)C(=O)N(C)C1=O (stereo unspecified)	143.4
O=C1CCCCN1	125.0
CC(C)C1=CC2=CC[C@@H]3[C@](C)(CCC[C@@]3(C)C(=O)O)[C@H]2CC1	102.4&90.6
C[C@H]1CCCN1Cc1nc2ccc(NC(=O)c3ccc4c(cnn4C)c3)cc2[nH]1	86.7
COc1ccc2c(O)c(/C=C3\N=Nc4ncccc43)oc2c1C[C@H]1CCNC[C@H]1F	-45.4*
COc1ccc(Nc2nc(C)c(C(=O)O)s2)cc1	100.7
CC12CC(C#N)(C(=O)N1)C(C#N)=C(Cl)N2 (stereo unspecified)	76.2
COc1ccc(/C=C\c2cccc(Cl)c2)cc1	112.7
CC1(C)C(=O)CC[C@]2(C)[C@H]3C(=O)C=C4[C@@H]5C[C@@](C)(C(N)=O)CC[C@]5(C)CC[C@@]4(C)[C@]3(C)CC[C@@H]12	100.4
COc1ccc(-c2cc(-c3ccc(Cl)cc3)nc(SCCCCCC(=O)NO)n2)cc1OC	99.3
CCN(CC)Cc1nc2ccccc2c(=O)n1/N=C/c1ccccc1	102.0
CC(=O)N1N=C(c2ccccc2)CC1c1sc(N(CCCl)CCCl)nc1Cl (stereo unspecified)	98.0
O=S(=O)(/N=c1\c2ccccc2cnn1C1=NCCN1S(=O)(=O)c1ccccc1)c1ccccc1	98.9
CCN(CC)CCNCc1ccc(Cl)cc1	104.8
CCCCN1C(=O)c2c(/C=C/C(=O)OC)ccc3c(OC)cc(/C=C/C(=O)OC)c(c23)C1=O	81.6
CN(C)C(=O)C1=NC(Cc2c[nH]c3ccccc23)C(=O)N(c2ccc(Cl)cc2)N1 (stereo unspecified)	99.7
CN(C)c1ccc(/C=N/n2c(-c3cc(F)c(Cl)cc3Cl)n[nH]c2=S)cc1	99.7
COc1cc(/C=N/NC(=O)c2cnn(CC(O)c3ccccc3)c2N)ccc1OCc1ccccc1 (stereo unspecified)	111.1
COC(=O)[C@]12CCC(C)(C)C[C@H]1C1=CC[C@@H]3[C@@]4(C)C/C(=C\c5cccnc5)C(=O)NC(C)(C)[C@@H]4CC[C@@]3(C)[C@]1(C)CC2	88.6
CN(C)CCOc1nc2c3cccnc3cc(-c3cccc(Cl)c3)c2c2ncccc12	-20.4*
c1ccc(CNc2nc3ccccc3n3c2nc2ccccc23)cc1	100.3
c1ccc(-c2nc3ccccc3s2)cc1	99.5
O=C1/C(=C/c2cccc(OCc3ccccc3)c2)Oc2cc(O)ccc21	79.5
CC1=NN(c2ccccc2)C(=O)C1CC1C(=O)N(c2ccccc2)N=C1C (stereo unspecified)	101.2
O=C(O)COc1ccc(-c2cssc2=S)cc1	101.2
CCN1C(=S)N([C@H](C)c2ccccc2)[C@@H]2NC(=S)N[C@@H]21	100.0
COc1cc(C2CC(c3ccc(Cl)cc3)=Nc3c(N)nc(N)nc3N2)ccc1Oc1nc(Nc2ccc(F)cc2)nc(N(C)C)n1 (stereo unspecified)	16.3

More results follow:
SMILES	HL-60(TB)
O=C(N/N=C(\CS(=O)(=O)c1ccccc1)c1cc2ccccc2oc1=O)c1ccccc1	104.8
CCOc1ccc2nc(N)sc2c1	111.5
COc1ccc(C(=O)C(CN(C)C)c2ccccc2)cc1 (stereo unspecified)	3.7*
O=C1CCCCCCCCCCCN1	121.2
COc1ccc(-c2nn(-c3cccc(Cl)c3)cc2C2CC(c3ccccc3)=NN2C(C)=O)cc1 (stereo unspecified)	100.5
Cc1cc2c(C#N)n3c(c2cc1C)C(=O)C(c1ccccc1)Oc1ccccc1-3 (stereo unspecified)	36.3
O=C(/C=C/c1ccccc1)Nc1ncc(Cc2ccccc2)s1	-45.3*
CCN(CC)C(=O)c1cccc(N)c1	96.8
Clc1ccc(/C=C2\CCCC3=C2N=C2SC=NN2C3c2ccc(Cl)cc2)cc1 (stereo unspecified)	91.1
O=C(O)C1(NC2CCCCC2)CCCCC1	80.4
CCOC(=O)c1sc2ccc(NCc3cnc[nH]3)cc2c1NC(=O)c1ccccc1	100.8
CCCCCCCCCCCCCCCCCC(O)(CC)CC	101.3
COc1ccc(Sc2nc(NC3CCCC3)nc(Sc3ccc(OC)cc3)n2)cc1	76.3
O=[N+]([O-])c1ccc2c(c1)N1C(=NS(=O)(=O)c3cnccc31)O2	103.2
Cc1c2c(nn1C)CN(C(=O)Nc1nc(-c3cccnc3)ccc1N)C2	106.7
CCOC(=O)c1ccc2c(c1)[n+](=O)c(C(=O)c1ccccc1)c(C)n2[O-]	72.4
O=C1OC(=O)c2ccc3c4ccc5c6c(ccc(c7ccc1c2c73)c64)C(=O)OC5=O	89.6
S=C(c1ccccc1)N1CCN(c2ccccc2)CC1	95.5
O=c1cc(COc2ccc(N=Cc3ccccn3)cc2)c2cc(Cl)ccc2o1	87.6
COc1cccc(-c2cc(=O)c3cc(Cl)cc(N[C@@H](C)c4ccccc4)c3o2)c1N	101.7
O=C1c2ccccc2C(=O)c2c1ccc1[nH]c(-c3cccs3)nc21	93.6
C[N+](C)(C)CN1C(=O)c2ccccc2C1=O	96.1
COc1cc(-c2cc(C(=O)Nc3nc4ccccc4s3)nc3cc(-c4ccccc4)nn23)cc(OC)c1OC	48.3
CCOC(=O)c1cc(-c2ccncc2)nc2c(Cl)cc(Cl)cc12	101.7
CC(=O)N1N=C(c2ccc(OCC(=O)c3ccc(C)cc3)cc2)CC1c1ccc(F)cc1 (stereo unspecified)	71.5
COc1ncnc2c(C#CCO)cn(COCc3ccccc3)c12	117.6
c1ccc(-c2nc3cnccn3c2NCCN2CCOCC2)cc1	94.5
COc1cccc(/C=c2\sc3ncnn3c2=O)c1OC(C)=O	66.3
CC1CCCc2sc3nc(NNC(=O)c4cnccn4)n(-c4ccccc4)c(=O)c3c21 (stereo unspecified)	-12.4*
COC(=O)c1cc(Cl)ccc1NCC(N)c1ccccc1 (stereo unspecified)	91.2
CC(=O)Nc1cc(C)c(C(=O)O)c(C)c1	102.9
COc1cc(/C=C/[N+](=O)[O-])cc(Br)c1OC	0.8*
N#CC1c2ccccc2C=CN1C(=O)c1ccc(N(CCCl)CCCl)cc1 (stereo unspecified)	65.9
COc1ccc(/C=C2\CS(=O)(=O)C/C(=C\c3ccc(OC)cc3)C2=O)cc1	-29.8*
CC(C)(C)c1cc(NCc2ccc(Cl)cc2)n(-c2ccccc2)n1	73.7
O=C(CCC(=O)Nc1ccccc1)Nc1ccccc1	107.8
C=CCOC(=O)c1cccc(C(=O)OCC=C)c1	88.1
Cc1ccnc(NS(=O)(=O)c2ccc(NC(=O)Nc3ccc(Cl)c(C(F)(F)F)c3)cc2)n1	86.9
C/C(=N\N1C(=O)c2ccccc2NC1c1cccc([N+](=O)[O-])c1)c1c(O)cc(C)oc1=O (stereo unspecified)	95.8
Nc1ccc(OCC(=O)O)cc1	98.9
O=C(O)C#Cc1ccc(Cl)cc1Cl	101.0
CC1(C)CC(C)(c2ccccc2)c2ccccc21 (stereo unspecified)	100.7
CCCCC1Nc2nc(OC)n(C)c(=O)c2CN(Cc2ccccc2)C1=O (stereo unspecified)	98.4
COc1ccc([N+](=O)[O-])cc1NC(=O)CC(=O)c1ccccc1	114.1
O=C1CC2C=CCN2C=C1c1cccs1 (stereo unspecified)	96.1
Cc1c([N+](=O)[O-])ccc2ccccc12	100.5
c1ccc(-c2nc(-c3ccccn3)nc(-c3ccccn3)n2)nc1	80.8
Cc1cc(-c2ccc(N3C(=O)CC4(CCCC4)C3=O)c(C)c2)ccc1N1C(=O)CC2(CCCC2)C1=O	50.0
CCCCCCC(c1ccc(N(C)C)cc1)c1ccc(N(C)C)cc1	111.2
CN(C(=O)Nc1cccc2c(NC(=O)N(C)C3CCCCC3)cccc12)C1CCCCC1	105.6
Cc1noc(NS(=O)(=O)c2ccc(NC(=O)c3cc4c(o3)CCC=C4)cc2)c1C	110.6
O=C(Cn1cnc2c(cc(-c3ccccc3)n2-c2ccccc2)c1=O)Nc1ccccc1	102.8
CC1(C)CC[C@]2(CO)CC[C@]3(C)[C@H](CC[C@@H]4[C@@]5(C)CCCNC(C)(C)[C@@H]5CC[C@]43C)[C@H]2[C@H]1O	57.8
O=C(NCc1ccccc1C(F)(F)F)C1CSC2c3ccccc3C(=O)N12 (stereo unspecified)	101.1
O=C(N/N=C/c1ccc(B(O)O)s1)c1[nH]c2ccc(Br)cc2c1-c1ccccc1	-18.2*
Cc1c(-c2ccccc2)oc2c(C(=O)OCCN3CCCCC3)cccc2c1=O	112.7
Cc1ccc2c(N)c(C(=O)Nc3ccc(B(O)O)cc3)sc2n1	22.6
COc1cccc2cc3c(nc12)CC(C(F)(F)F)CC3=O (stereo unspecified)	88.9
Cc1ccc(/C=C\C(=O)c2ccccc2)cc1	69.1
Cc1cc(C#Cc2ccc(C(C)(C)C)cc2)ccc1-n1c(/C=C/c2ccc3c(c2)OCO3)nc2ccccc2c1=O	113.5

An excerpt. The share of hits here may be higher or lower than overall.
